proCasp3 act: activators of human procaspase-3; P42574; recombinant procaspase-3 D3A, Ac-DEVD-pNA absorbance 405 nm; activation, % at 8.5 µM; actives 0.11% (n = 330,000);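 active = activation above the mean of all tested compounds plus 3 SD, cut at about 21% in these data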;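 also: 0% = DMSO alone and 100% = DMSO wells spiked with extra 5 µM PC-3 D3A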
Target sequence (P42574 whole entry D9A/D28A/D175A): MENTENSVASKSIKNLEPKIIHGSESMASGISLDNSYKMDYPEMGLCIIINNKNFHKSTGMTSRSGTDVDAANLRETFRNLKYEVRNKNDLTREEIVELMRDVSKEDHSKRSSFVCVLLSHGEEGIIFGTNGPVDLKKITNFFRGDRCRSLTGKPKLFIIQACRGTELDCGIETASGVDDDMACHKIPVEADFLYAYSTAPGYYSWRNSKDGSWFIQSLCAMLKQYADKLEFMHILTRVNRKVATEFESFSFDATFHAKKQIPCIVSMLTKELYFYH
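Assay system – Procaspase-3 D3A mutant, all three cleavage aspartates alanine · Controls – DMSO-only low control, 5 µM PC-3 D3A high control · Schedule – 1 h compound preincubation, 2 h substrate hydrolysis at 25 °C · Signal – 405 nm absorbance of p-nitroaniline, reads at 0 and 120 min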
procasp7 counter: counter-screen for procaspase-3 activators: activators of human procaspase-7; recombinant procaspase-7, Ac-DEVD-pNA absorbance 405 nm; D23A/D198A/D206A triple mutant, cannot self-cleave; scale: DMSO 0, 5 µM enzyme 100; activation, % at 8.5 µM; actives 0.093% (n = 330,000); AID 463210;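 active = percent activation above the screen-wide mean plus 3 SD, cut at about 25% in these data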
Target sequence (P55210 whole entry D23A/D198A/D206A): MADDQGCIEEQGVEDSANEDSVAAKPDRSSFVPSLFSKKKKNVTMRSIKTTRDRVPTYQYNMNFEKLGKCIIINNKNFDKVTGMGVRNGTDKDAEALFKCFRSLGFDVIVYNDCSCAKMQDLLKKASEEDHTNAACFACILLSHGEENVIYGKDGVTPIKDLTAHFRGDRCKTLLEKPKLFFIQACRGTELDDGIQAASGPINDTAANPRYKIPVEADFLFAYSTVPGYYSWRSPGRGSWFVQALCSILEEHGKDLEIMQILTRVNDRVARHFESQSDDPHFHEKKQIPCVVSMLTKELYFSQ
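Assay system – Uncleavable procaspase-7 mutant enzyme · Quantity – 2 µM procaspase-7 mutant as dispensed · Times – 1 h preincubation, 2 h reaction · Dosing – single nominal 8.5 µM compound dose, 0.8% DMSO final · Buffer or medium – Zinc-free 50 mM HEPES buffer, pH 7.4, with NaCl and Triton X-100 · Detection – Epi-absorbance of released pNA at 405 nm, two timepoints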
MEP2 TOR yeast: yeast TOR pathway MEP2-GFP modulation | S. cerevisiae MEP2-GFP strain, flow cytometry GFP, 3 h; 100% = DMSO control level | GFP response vs DMSO, % at 10 µM | actives 0.51% (n = 330,000) | AID 2016;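 active = GFP response versus DMSO above a set limit, roughly screen mean plus 3 SD, cut at about 180% in these data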;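 also: median GFP fluorescence of the barcode-gated MEP2-GFP cells per well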
AGP1-GFP MLPCN: alters AGP1-GFP fluorescence in TOR pathway yeast screen | actives 0.02% (n = 320,000) | GFP response vs DMSO, % at 10 µM | S. cerevisiae AGP1-GFP multiplex flow cytometry, 3 h; GFP as percent of DMSO wells | AID 2066;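 active = GFP response relative to DMSO above a set limit, near screen average plus 3 SD, cut at about 150% in these data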;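 also: median GFP channel fluorescence of the gated AGP1 strain per well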
AHR act: activates the human aryl hydrocarbon receptor | AID 2796 | P35869 | actives 2.5% (n = 320,000) | activation, % at 5 µM | AHR-responsive luciferase reporter cells, luminescence; in the data active = activation above about 47%;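 also: 0% = vehicle wells and 100% = reference agonist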
LAP4-GFP MLPCN: yeast TOR pathway LAP4-GFP modulation. S. cerevisiae LAP4-GFP multiplex, flow cytometry GFP, 3 h; median GFP as percent of DMSO wells. AID 2023. GFP response vs DMSO, % at 10 µM. actives 0.34% (n = 320,000);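 active = GFP response vs DMSO above a set limit, about the screen mean plus 3 SD, cut at about 150% in these data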
RPL19A-GFP yeast: alters RPL19A-GFP fluorescence in TOR pathway yeast screen; S. cerevisiae RPL19A-GFP strain, flow cytometry, 3 h; active compounds read low; percent response vs DMSO, % at 10 µM; actives 0.3% (n = 330,000); AID 2025;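 active = percent response vs DMSO below 50%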;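 also: median channel GFP fluorescence of the barcoded RPL19A-GFP strain; ratio of sample median GFP to plate DMSO average so 100% = DMSO; lower means less RPL19A-GFP as with rapamycin TOR inhibition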
CIT2 TOR yeast: alters CIT2-GFP fluorescence in TOR pathway yeast screen. GFP response vs DMSO, % at 10 µM. S. cerevisiae CIT2-GFP strain, flow cytometry, 3 h; 100 means same as DMSO wells. actives 0.065% (n = 320,000);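 active = GFP response relative to DMSO above a set limit, near the screen mean plus 3 SD, cut at about 150% in these data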;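 also: ratio of well median GFP fluorescence to mean of DMSO wells on the plate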
An asterisk follows results filed as active; · = not tested or not shown.

SMILES	proCasp3 act	procasp7 counter	MEP2 TOR yeast	AGP1-GFP MLPCN	AHR act	LAP4-GFP MLPCN	RPL19A-GFP yeast	CIT2 TOR yeast
CCC(=O)N(CCc1ccccc1C)Cc1cc2ccc(C)cc2[nH]c1=O	6	-5	101	121	4	90	101	101
Cc1c(O)ccc2c3c(c(=O)oc12)CCCC3	15	19	99	94	-3	109	97	96
Cc1ccc(NC(=O)C2CCN(S(=O)(=O)c3ccc4c(c3)NC(=O)CO4)CC2)cc1	4	-8	130	94	5	93	103	101
Cc1nnc(Nc2ccc(F)cc2)c2ccccc12	4	8	104	103	42	93	100	101
O=C1NC(=O)c2cc(NC(=O)C3CCCCC3)ccc21	5	-6	93	97	-1	92	95	87
Cc1cc(NC(=O)C(Cl)c2ccccc2)no1 (stereo unspecified)	3	-2	103	105	1	90	103	107
Cc1ccc(-n2c(N)c(C(=O)NCc3cccnc3)sc2=S)cc1	-16	-20	84	94	8	·	93	90
Cc1ccc(OCC(=O)N(Cc2cccs2)C2CCS(=O)(=O)C2)cc1C (stereo unspecified)	1	4	103	·	3	·	102	·
Cc1ccc(C2c3[nH]c4ccccc4c3C[C@H]3C(=O)N(c4ccccc4C(=O)N4CCC(C(=O)O)CC4)C(=O)N23)cc1 (stereo partly specified)	13	3	106	106	9	109	101	98
CCn1c(Cc2ccccc2)nnc1SC(C)C(=O)NC1CC1 (stereo unspecified)	-4	11	97	111	0	116	103	98
COc1ccccc1NS(=O)(=O)c1cc(NC(=O)C2CCCO2)ccc1C (stereo unspecified)	9	7	99	93	1	94	95	94
CC(=O)c1cc(Cl)ccc1OCc1cccc(S(=O)(=O)N2CCOCC2)c1	-13	-2	94	105	10	107	100	97
O=C(N/N=C/c1ccncc1)NC12CC3CC(CC(C3)C1)C2	7	2	101	105	13	112	98	99
CCOC(=O)c1ccccc1NC(=O)N1CCn2c(C)ccc2C1CC (stereo unspecified)	7	-4	107	103	5	97	99	102
COc1ccc(-n2c(SC3CCOC3=O)nc3ccccc3c2=O)cc1Cl (stereo unspecified)	5	11	98	100	-1	95	102	79
Cc1cccc(NS(=O)(=O)c2ccc3[nH]c(=O)oc3c2)c1C	7	4	111	105	2	104	104	109
O=C(COc1ccccc1)Nn1cnc2ccccc21	-9	-12	103	103	18	105	100	97
C#CCOCCOCCOCCNc1nc(N2CCN(C(=O)[C@H](CCCCN)n3cc(C(N)CC(C)C)nn3)CC2)nc(N2CCN(C(=O)[C@H](CCC(=O)O)n3cc(C(N)[C@H](C)CC)nn3)CC2)n1 (stereo partly specified)	5	-2	103	92	-1	125	103	109
COC(=O)c1cc(NC(=O)c2cc(C)oc2C)cc(C(=O)OC)c1	5	-2	106	100	0	104	98	98
COC(=O)C1(C)Nc2ccccc2C(=O)N1c1ccccc1OC (stereo unspecified)	1	-3	92	100	0	99	95	95
C/C(=N\NC(=O)c1ccc(COc2ccccc2)cc1)c1ccncc1	-2	-9	106	99	1	92	102	103
Cc1ccc(SCCC(=O)NC(C)(C)C)cc1	7	-1	106	107	6	104	101	104
CCCCNC(=O)CSc1nc2ccccc2n1S(=O)(=O)c1ccc(Br)cc1	2	-3	97	88	7	80	115	108
CCSc1nnc(NC(=O)c2ccccc2C)s1	4	5	95	94	2	104	95	82
Cc1cnc(=O)[nH]c1SCc1ccc([N+](=O)[O-])cc1	1	-4	103	102	2	100	98	98
COC(=O)c1cccc(NC(=O)CCCOc2ccccc2)c1	-3	-7	107	99	4	114	101	97
Cc1nc(/N=C\N(C)C)sc1C(=O)Nc1ccccc1	4	16	99	99	108*	92	100	93
O=C(COc1ccccc1)NC(=S)Nc1cccc([N+](=O)[O-])c1	1	2	97	111	-1	101	95	87
COC(=O)c1c(-c2ccccc2)noc1C	5	3	98	104	-3	96	102	106
NNC(=O)CN1C(c2ccccc2)=Nc2ccc(Br)cc2C1c1ccccc1 (stereo unspecified)	5	3	95	95	10	97	94	96
CCOc1ccc(C(=O)OCC(=O)NCc2ccccc2)cc1OCC	9	-2	101	94	0	100	99	92
Cc1ccc2nc(N(CCCN(C)C)C(=O)c3ccc4ncsc4c3)sc2c1	-10	-13	105	112	-3	103	106	106
CC1(C)CC(=O)C2=C(C1)Nc1ccccc1[S@]2=O	12	2	100	110	-2	109	98	103
O=C(Nc1ccc(O)c(-c2nc3ccccc3s2)c1)c1cccs1	8	3	108	104	74*	96	102	103
O=C(CCSCc1ccc(Cl)cc1)NCc1cccs1	-4	3	102	102	2	100	101	105
Cn1cccc1/C=N/N1CCN(c2ccccc2)CC1	-6	-27	105	98	-2	102	97	102
CCCCNC(=O)CNC(=O)c1cccs1	1	8	98	96	-1	100	96	95
C=C1SC(=Nc2c(C)cccc2Cl)N(C(=O)c2sc3ccccc3c2Cl)C12CCCCC2	0	9	102	91	2	96	99	105
COCC(C)NC(=O)Cc1ccc(Cl)cc1 (stereo unspecified)	-6	11	101	100	1	98	98	98
O=C(O)/C=C/C(=O)Nc1ccccc1SC(F)(F)C(F)(F)C(F)(F)F	-2	-2	93	92	3	96	93	84
O=C(Nc1cc(Cl)ccc1O)C1CC(c2ccccc2Cl)=NO1 (stereo unspecified)	·	·	107	98	·	92	100	98
COC(=O)c1ccc2[nH]c3cccc(/C(=C/c4ccccc4)c4ccccc4)c3c2c1	-9	7	94	83	12	125	100	88
COc1ccc(-c2cc(C(=O)N3CCC3)c3ccccc3n2)cc1OC	12	2	102	116	16	106	105	104
Nc1ccc2nc(-c3ccc(Cl)cc3)[nH]c2c1	-3	-9	120	106	167*	103	99	94
CCOc1c(N2CCOCC2)c(=O)c1=O	7	3	105	104	1	107	102	104

Fetched by compound from the list above:
SMILES	proCasp3 act	procasp7 counter	MEP2 TOR yeast	AGP1-GFP MLPCN	AHR act	LAP4-GFP MLPCN	RPL19A-GFP yeast	CIT2 TOR yeast
O=C(Nc1cc(Cl)ccc1O)C1CC(c2ccccc2Cl)=NO1 (stereo unspecified)	·	·	107	98	·	92	100	98
COc1ccc(-c2cc(C(=O)N3CCC3)c3ccccc3n2)cc1OC	12	2	102	116	16	106	105	104
CCOc1ccc(C(=O)OCC(=O)NCc2ccccc2)cc1OCC	9	-2	101	94	0	100	99	92
O=C(Nc1ccc(O)c(-c2nc3ccccc3s2)c1)c1cccs1	8	3	108	104	74*	96	102	103
CCCCNC(=O)CNC(=O)c1cccs1	1	8	98	96	-1	100	96	95
COC(=O)c1ccc2[nH]c3cccc(/C(=C/c4ccccc4)c4ccccc4)c3c2c1	-9	7	94	83	12	125	100	88
Cc1ccc2nc(N(CCCN(C)C)C(=O)c3ccc4ncsc4c3)sc2c1	-10	-13	105	112	-3	103	106	106

(more compounds)
SMILES	proCasp3 act	procasp7 counter	MEP2 TOR yeast	AGP1-GFP MLPCN	AHR act	LAP4-GFP MLPCN	RPL19A-GFP yeast	CIT2 TOR yeast
CCCCCC(O)(c1ccc(OCC)cc1)C(CN1CCOCC1)c1ccccc1 (stereo unspecified)	-6	3	105	103	2	94	104	106
Cc1cccc(OCC(=O)Nc2ccccc2C(F)(F)F)c1	1	-10	72	87	2	78	103	99
O=C(NC1CCCC1)C(c1ccccc1)N(C(=O)c1ccco1)C1CCCC1 (stereo unspecified)	10	-1	101	99	0	97	99	98
O=C(CN1CCN(C(=O)c2ccc(OCc3cn4ccccc4n3)cc2)CC1)Nc1cccc(F)c1	5	1	99	102	1	100	99	102
CCOc1ccccc1NC(=O)CCNS(=O)(=O)c1cccc2nsnc12	0	-3	110	99	4	102	102	100
COc1ccc(CCNC(=O)c2cccc(Br)c2)cc1OC	6	9	106	96	-1	101	97	100
COC(=O)CNC(c1ccccc1)c1cc(Cl)ccc1NC(=O)c1cccc(Cl)c1 (stereo unspecified)	-2	10	102	101	4	99	103	99
COC(=O)c1ccc(C(=O)OC)c(=O)[nH]1	5	2	100	99	-1	82	102	100
Cc1cc(C)c2c(n1)SCC(=O)N2CC(=O)Nc1ccc(C)c(C)c1	2	-3	101	92	3	98	93	90
NCCNc1ccc([N+](=O)[O-])c(NC2CC2)c1	1	-6	106	104	34	100	104	94
O=C(CN(Cc1ccc(F)cc1)C(=O)CNS(=O)(=O)c1ccc(F)cc1)NCC1CCCO1 (stereo unspecified)	0	11	98	99	-2	99	95	103
O=C(c1cc(-c2ccccn2)nc2c(Cl)cccc12)N1CCN(S(=O)(=O)c2ccccc2)CC1	0	3	98	100	26	93	106	99
O=C(CC1C(=O)NCCN1C/C=C/c1ccccc1)NCCc1cnccn1 (stereo unspecified)	-3	8	104	102	-4	102	106	103
N#Cc1ccccc1NC(=O)CSC1=Nc2ccccc2C2CC=NN12 (stereo unspecified)	-11	-8	98	103	34	106	100	100
COc1cc(CN2CCNC(=O)C2CC(=O)N(C)Cc2cccnc2)cc(OC)c1 (stereo unspecified)	11	9	104	99	4	92	102	101
O=C(Oc1c(Br)cc(Br)c2cccnc12)N1CCCCC1	-6	0	96	86	15	142	94	70
CN(CCN1CCOCC1)Cc1nc(-c2ccc3c(c2)OCO3)no1	5	-8	95	102	11	100	99	91
COc1ccc(CNC(=O)C2(c3ccc(Cl)cc3)CC2)cc1	-3	9	103	99	3	95	105	98

High-throughput results (PubChem BioAssay)
